Compound activity from PubChem BioAssay.
RORg inh – inhibitors of mouse ROR gamma transcriptional activity. 5.4% of 310,000 active. Drosophila S2 Gal4-RORgamma UAS-luciferase reporter, 20 h. AID 2551. Potency, µM (top dose mostly 53.6 µM), without a hit: at the highest dose activity change, negative = inhibition, usual class: inhibitors; also: potency is read from the fitted curve at half-maximal effect; % is scaled to controls: 0 for no effect and ±100 for the full control effect; nearly all actives have a fitted effect of over 60% in size
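Compounds are pin-transferred onto Drosophila Schneider cells expressing a copper-inducible Gal4–ROR gamma transactivation domain fusion. After 1 hr, copper sulfate is added to 700 uM final; luciferase is read 20 hr later.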
FLuc modulator – counter-screen for miR-21 project: firefly luciferase inhibitors or activators. P08659. AID 588342. Potency, µM (doses to about 57.5 µM), for inactives: top-dose activity change, negative = inhibition, actives largely listed as inhibitors. purified FLuc, Km substrates, luminescence inhibition. 6.9% of 360,000 active;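 also: potency is read from the fitted curve at half-maximal effect; plate controls were vehicle for no effect and reference inhibitor for full effect; nearly all actives have a fitted effect of over 55% in size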
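Biochemical qHTS of compounds, final roughly 60 µM downward over six points, against 10 nM purified firefly luciferase using Km concentrations of substrates (10 uM D-luciferin, 10 uM ATP) in Tris acetate pH 7.5 buffer; luminescence output.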
PKM2 act – increases activity of human pyruvate kinase M2; purified PKM2, Kinase-Glo ATP luminescence, activation; response scale: 0% is enzyme alone, no compound; P14618; Potency, µM (titrated, usually from 57.5 µM), inactives show top-dose activation, hits mostly activators; AID 1631; 0.34% of 260,000 active; also: potency is read from the fitted curve at half-maximal effect; % is scaled to controls: 0 for no effect and ±100 for the full control effect; nearly all actives have a fitted effect of over 55% in size
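Purified hPK-M2 (>95%) run at intermediate activity with 0.1 mM ADP and 0.5 mM PEP in 50 mM imidazole pH 7.2, KCl, MgCl2; 1 h room temperature. ATP formed read by Kinase-Glo luminescence; normalized to uninhibited and no-enzyme controls.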
NPC1 prom act – activators of NPC1 promoter. Huh7 NPC1 promoter luciferase reporter, 24 h. 2.4% of 320,000 active. Potency, µM (top dose mostly 9.22 µM), without a hit: at the top dose activation, actives largely listed as activators;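 also: potency is read from the fitted curve at half-maximal effect; % of control where 0% means no effect; nearly all actives have a fitted effect of over 60% in size; reporter is driven by a mutant NPC1 promoter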
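In 1536-well qHTS, Huh7 cells harboring an NPC1 promoter–luciferase construct received compound for 24 h; activation was quantified by luminescence following luciferase reagent addition.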
Giardia killer – kills Giardia lamblia; Giardia lamblia trophozoite viability; activity change, % at 7.66 µM, hits read low; 0.15% of 340,000 active; in the data active = activity change below about -80%; inconclusive = between about -30% and that limit;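 also: parasites exposed to compound for two days anaerobically before the ATP read; % is scaled to controls: 0 for no effect and ±100 for the full control effect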
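Each well holds 100 Giardia trophozoites and compound. After two days (48 hrs) at 37 deg C in anaerobic conditions, ATP is quantified by luminescence.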
Rab9 prom act – Rab9 promoter activation; AID 485297; 2.8% of 320,000 active; Potency, µM (series often up to 9.22 µM), inactives show top-dose activation, negative = inhibition, actives largely listed as activators; Huh7 Rab9 promoter-luciferase reporter, luminescence, 24 h; also: potency is read from the fitted curve at half-maximal effect; % of control where 0% means no effect; nearly all actives have a fitted effect of over 60% in size
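Using Huh7 cells stably transfected with Rab9 promoter–luciferase, compounds were incubated 24 h at 37 °C, 5% CO2; luciferase luminescence was read 10 min after reagent addition.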
p53 reactivation – re-activators of mutant p53; 0.063% of 320,000 active; AID 504706; H1299 p53-A138V BP100-luciferase reporter, luminescence, 24 h; Potency, µM (highest dose often 92.2 µM), for inactives: at the highest dose activity change, positive = activation, actives largely listed as activators; also: potency is read from the fitted curve at half-maximal effect; % of control where 0% means no effect; nearly all actives have a fitted effect of over 45% in size
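H1299 (p53-null), stable ts p53-A138V + BP100-Luc; 1000 cells/well, Opti-MEM/10% FBS; cpd 4 pt, 1:5; 24 h, 37 deg C, 5% CO2; detection reagent 10 min RT; luminescence.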
ELG1 genotox – inducers of genotoxicity in HEK293T ELG1-luciferase cells. Potency, µM (top dose mostly 46 µM), for the others: at the highest dose activity change, positive = activation, hits mostly activators. HEK293T ELG1-luciferase reporter, luminescence, 16 h. AID 504466. 1.3% of 330,000 active; also: potency is read from the fitted curve at half-maximal effect; % of control where 0% means no effect; nearly all actives have a fitted effect of over 60% in size
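Step 1: seed 2,000 HEK293T ELG1-luciferase cells per well. Step 2: add compound or DMSO, incubate 16 hr at 37 °C. Step 3: ONE-Glo, 30 min at room temperature, read luminescence.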
BRCA1 expr up – BRCA1 expression activation. MCF7-BRCA1-FFLuc reporter, luminescence, 48 h; response scale: scaled: vehicle 0%, 10 µM genistein 100%. 1.1% of 380,000 active. Potency, µM (titrated, usually from 46.1 µM), for the others: at the highest dose activation, actives largely listed as activators; also: potency is read from the fitted curve at half-maximal effect; nearly all actives have a fitted effect of over 80% in size; some results filed as inactive show a strong effect at the top dose
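Compounds are tested at multiple concentrations on MCF7 BRCA1-luciferase reporter cells seeded at 2000 per well; after 48 h, a single luminescence end-point is taken and curves fitted to the normalized data.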
Menin-MLL TR inh – inhibitors of human menin-MLL interaction, mutant MLL peptide; Potency, µM (doses to about 61.6 µM), without a hit: top-dose FP activity change, negative = inhibition, usual class: inhibitors; Menin + Texas Red MLL mutant peptide, fluorescence polarization; 0.23% of 270,000 active; active = well fitted inhibition curve with a large enough effect in the polarisation, with a control signal flat, not every such curve was filed as active; inconclusive = small, poorly fitted or top-dose-only effect, or effect the other way, or a change in a side signal; inactive = no such curve, though single readings can be large or run the other way; the % refers to the polarisation; also: potency is read from the fitted curve at half-maximal effect; % of control where 0% means no effect; many of its hits are not listed in these tables
Target sequence (O00255 whole entry, looked up): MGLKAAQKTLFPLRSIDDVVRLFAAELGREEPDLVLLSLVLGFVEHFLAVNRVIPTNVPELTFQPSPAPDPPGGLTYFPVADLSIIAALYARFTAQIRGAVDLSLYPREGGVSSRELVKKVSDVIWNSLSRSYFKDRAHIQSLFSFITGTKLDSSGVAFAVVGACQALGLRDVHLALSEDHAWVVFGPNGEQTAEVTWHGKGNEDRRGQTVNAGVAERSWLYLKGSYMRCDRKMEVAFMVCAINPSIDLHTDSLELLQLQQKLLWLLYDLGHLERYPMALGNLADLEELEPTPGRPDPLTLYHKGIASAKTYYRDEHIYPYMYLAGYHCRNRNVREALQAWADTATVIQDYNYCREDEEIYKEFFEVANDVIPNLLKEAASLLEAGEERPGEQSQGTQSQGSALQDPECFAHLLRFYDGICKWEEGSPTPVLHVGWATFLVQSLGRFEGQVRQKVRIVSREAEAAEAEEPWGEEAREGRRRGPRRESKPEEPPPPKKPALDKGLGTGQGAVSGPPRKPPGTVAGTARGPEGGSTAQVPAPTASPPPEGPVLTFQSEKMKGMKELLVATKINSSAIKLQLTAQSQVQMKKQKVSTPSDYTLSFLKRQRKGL
VP16 counter – Gal4-VP16 reporter inhibition counter-screen; Drosophila S2 Gal4-VP16 UAS-luciferase, luminescence, 20 h; Potency, µM (doses to about 53.6 µM), inactives show at the highest dose activity, negative = inhibition, actives largely listed as inhibitors; 3.5% of 310,000 active; AID 2546;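 also: Gal4-VP16 expression switched on by copper sulfate through the metallothionein promoter; potency is read from the fitted curve at half-maximal effect; % is scaled to controls: 0 for no effect and ±100 for the full control effect; nearly all actives have a fitted effect of over 50% in size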
Numbers without * were called inactive; ? = inconclusive; / = not tested or not shown; & = joins results of further samples; [ ] = remark or other dose. Unless noted, calls follow the shape of the dose curve; as a rule, active = well fitted curve in the direction sought with a large enough effect; inconclusive = small, poorly fitted or top-dose-only effect, or another doubt; inactive = no such curve, though single readings can be large; an effect the other way counts as inactive or inconclusive.

entry	Compound	Menin-MLL TR inh	NPC1 prom act	Rab9 prom act	ELG1 genotox	PKM2 act	Giardia killer	RORg inh	FLuc modulator	BRCA1 expr up	VP16 counter	p53 reactivation
1	CS(=O)(=O)N(CC(=O)Nc1ccc(S(=O)(=O)N2CCCC2)cc1)c1ccccc1	22%	1%	-5%	-4%	-1%	11	38%	?	0%	-2%	0%
2	CCCCc1ccc(S(N)(=O)=O)cc1	-2%	-5%	0%	9%	22%	4	28%	-1%	15%	2%	-2%
3	NC(=O)c1ccccc1NC(=O)c1ccccc1Cl	18%	2%	2%	5%	-5%	-7	9%	-17%	28%	15%	11%
4	CN1OC(COC(=O)c2ccc(Cl)cc2)CC1c1ccccc1 (centres undefined)	0%	1%	0%	1%	-1%	-8	42%	19µM*	13%	20%	3%
5	CC(=O)N/C(=C/c1cccnc1)C(=O)Nc1ccc(Cl)cc1	/	5%	-1%	3%	/	-1	/	-3%	5%	/	0%
6	CN(CC(=O)Nc1cccc(F)c1)C(=O)CCSc1ccc(F)cc1	/	-3%	-3%	-4%	/	19	/	3%	-26%	/	-5%
7	CCCCc1nnc(NC(=O)c2oc3ccc(OC)cc3c2C)s1	/	21%	16%	9%	/	35[activator]	/	-25%	63%	/	12%
8	N#Cc1c(N)oc(-c2ccco2)c1-c1ccco1	30%[activator]	3%	-9%	0%	12%	21	12%	0%	-6%	-10%	4%
9	COc1ccccc1OCc1ccc(C(=O)NCc2cccnc2)o1	-12%	-3%	-6%	-2%	24%	5	14%	-1%	11%	2%	4%
10	O=C(CCC(=O)N1CCN(c2ccccn2)CC1)Nc1nnc(C2CCCCC2)s1	?	-10%	1%	-4%	7%	8	-24%	3%	0%	4%	-10%
11	CCc1ccc2nc3n[nH]c(N)c3cc2c1	?	?	2.8µM*	13µM*	10%	-9	-13%	4.8µM*	?	-11%	?
12	O=C(c1cncc(Br)c1)N1CCN(S(=O)(=O)c2ccccc2C(F)(F)F)CC1	9%	-3%	-1%	-4%	5%	-10	27%	2%	4%	-2%	-5%
13	CC1(C)CC(=O)c2c(oc3ccc(NS(=O)(=O)c4cccc5cccnc45)cc23)C1	4%	-11%	-8%	-5%	?	-6	?	3%	-45%	?	-2%
14	COc1ccc(Nc2nnc(C)c3ccccc23)cc1C(N)=O	5%	2%	2%	8%	1%	16	40%	-18%	30%	-1%	?
15	COc1cc(/C=C2\C(=O)NN(c3ccccc3)C2=O)cc([N+](=O)[O-])c1O	?	-4%	9%	7%	-16%	7	12%	?	-1%	6%	0%
16	O=C(O)C(O)c1ccccc1 (centres undefined)	12%&-12%&-6%&-10%	-2%&-4%	2%&-5%	-5%	-8%	-8&2	-13%	4%&1%	11%&0%	7%&9%&1%&-4%	4%
17	Cc1nn(-c2cc(Cl)ccc2Cl)c(C)c1C(=O)O	-3%	1%	-3%	3%	0%	-1	-22%	-5%	-8%	-14%	3%
18	CCN(CC)C(=O)c1[nH]cnc1C(=O)Nc1ccon1	/	3%	16%	0%	/	-25	/	5%	2%	/	-2%
19	COc1ccc(CN2CCN(Cc3ccccc3F)CC2)cc1OC	-1%	-1%	0%	-9%	-2%	-6	4%	-1%	0%	-2%	/
20	Brc1cccc(-c2nc3cccnc3nc2-c2cccc(Br)c2)c1	-23%	-1%	-4%	-10%	6%	-9	20%[1.91 µM]	-1%	-26%	2%	5%
21	Cc1ccc(N2CCN(c3ccc(NCc4nc5ccccc5n4C)cc3)CC2)cc1	1%	0%	2%	0%	-7%	0	11µM*	-19%	-50%	-3%	4%
22	CCN(c1ccccc1)S(=O)(=O)c1ccc(OC)c(N=N/C(C(=O)Nc2ccccc2)=C(/C)O)c1	8%	-11%	-2%	0%	-1%	-5	2%	-3%	-2%	1%	-3%
23	COc1ccc(Cl)cc1NC(=O)CN(C)C(=O)c1n[nH]c2ccccc12	/	0%	-6%	-16%	/	-14	/	1%	-39%	/	-5%
24	Cc1cccc(C(C)C)c1NC(=O)COC(=O)CNS(=O)(=O)c1ccccc1	/	-3%	-7%	1%	/	-5	/	3%	-3%	/	-6%
25	Cc1cc(OCc2cc(C(=O)N(C)CCOc3ccccc3)no2)cc(C)c1Cl	1%	1%	-5%	-2%	/	15	-5%	2%	-3%	-9%	7%
26	CCn1c(SCC(=O)NC(C)C)nnc1-c1cccs1	1%	1%	0%	2%	0%	9	13%	0%	3%	-1%	-5%
27	NC(=O)C1(S(=O)(=O)c2ccccc2)CCCCC1	-3%	-2%	-6%	1%	0%	13	-3%	-1%	-8%	9%	-7%
28	COc1ccccc1/C=C/C=N/n1c(-c2ccc(F)cc2)n[nH]c1=S	/	3%	2%	0%	5%	-10	2µM*	?	-12%	-8%	2%
29	Cc1ccc(SCC(=O)OCC(=O)NCCNC(=O)COC(=O)CSc2ccc(C)c(C)c2)cc1C	/	-2%	-7%	2%	/	8	/	-17%	-17%	/	-5%
30	CCN(C(=O)Cn1cnc2ccccc2c1=O)C1CCS(=O)(=O)C1 (centres undefined)	/	-2%	-10%	0%	/	-3	/	-1%	26%	/	-3%
31	Cc1ccc(-n2cc(CN3CCN(Cc4nccn4C)CC3)c(-c3cccc(C)c3)n2)cc1	-9%	-3%	-3%	/	-5%	-21	10µM*	?	16%	-4%	8%
32	Cc1cc(C)cc(NC(=S)NCc2ccc(F)cc2)c1	-7%	8%	-4%	0%	2%	11	2.5µM*	-2%	-9%	4µM*	-9%
33	CCN(CC(=O)NC(=O)NCc1ccccc1)Cc1nc2ccccc2c(=O)[nH]1	3%	-6%	-4%	0%	-4%	0	0.35µM*	-2%	-4%	2.2µM*	8%
34	CCc1ccc(N2CC(C(=O)NC3CCCCC3C)CC2=O)cc1 (centres undefined)	0%	-2%	-2%	-3%	3%	4	-6%	-1%	-21%	-2%	-6%
35	CC(C)CSc1nc(N2CCOCC2)c2c(c1C#N)CC(C)(C)SC2	-8%	-2%	?	-5%	-4%	-1	1%[10 µM]	-1%	-20%	-9%	0%
36	COc1cc(NC(=S)N(C)C)c(OC)cc1Cl	/	-3%	1%	-4%	-2%	-8	-5%	1%	0%	-6%	1%
37	COc1ccc2nc(NC(=O)C3CCN(C(=O)c4ccc(F)cc4)CC3)sc2c1	/	-4%	2%	-13%	1%	-5	-7%	?	-3%	3%	-13%
38	CCOc1ccc(N2C(=O)C(Cl)=C(Nc3ccccc3O)C2=O)cc1	?	13%	-5%	?	14%	1	33%	?	5%	6%	?
39	CCOC(=O)C1=C(COC(=O)COc2cc(C)ccc2C)NC(=O)NC1C (centres undefined)	/	-1%	6%	1%	/	-6	/	2%	-2%	/	-7%
40	COCCCNC(=O)CC(NS(=O)(=O)c1ccc(C)cc1)c1ccco1 (centres undefined)	3%	0%	4%	4%	-4%	-16	-9%	2%	-7%	-16%	-1%
41	CC1CCC(NC(=O)c2cc3c(=O)n(C)c4ccccc4c3n2C)CC1 (centres undefined)	-3%	-4%	0%	28%	-3%	-16	34%	-5%	7%	5%	17%
42	Cc1ccnc(NS(=O)(=O)c2ccc(NC(=O)c3ccc(N4C(=O)CCC4=O)cc3)cc2)n1	1%	1%	-3%	0%	-2%	22	-3%	2%	-39%	-4%	7%
43	Cc1ccc(S(=O)(=O)N(C)C)cc1NC(=O)c1cc(C(C)(C)C)nn1Cc1ccccc1	/	1%	3%	-10%	14%	-7	58%	-2%	-57%	6%	-1%
44	Cc1nc2ncnn2c(C)c1CCC(=O)NCc1ccc2c(c1)OCO2	33%[activator]	1%	0%	0%	1%	-2	-9%	1%	-1%	-13%	-6%
45	COc1ccccc1NC(=O)NCc1ccc2c(c1)OCO2	0%	2%	14%	0%	2%	/	40%	-7%	/	3%[0.365 µM]	5%
46	CC(NC(=O)CSc1ccccc1)c1ccccc1 (centres undefined)	0%	-3%	-1%	2%	1%	4	0%	2%	-3%	-13%	?
47	COc1ccc(C(C)=O)cc1CSc1nnnn1-c1ccc(O)cc1	/	1%	-1%	-4%	?	8	-4%	-2%	-7%	-2%	-5%
48	CCOc1ccc(-n2c(C)nc3cc(C(=O)NCC4CCCO4)ccc32)cc1 (centres undefined)	-18%	-1%	2%	4%	/	24	-14%	0%	1%	-6%	-10%
49	COc1cccc(C(C(=O)NC(C)(C)C)N(CCc2ccccc2)C(=O)CCC(=O)Nc2cc(C)on2)c1OC (centres undefined)	-22%	2%	-14%	0%	-1%	51[activator]	43%	1%	-26%	-9%	-2%

Some of the compounds tested (hit frequency here may not be typical).
